Cneo AK release: Cryptococcus neoformans lysis via adenylate kinase release | C. neoformans lysis, adenylate kinase release luminescence, 4 h; normalised: neutral wells 0, clomiphene wells 100 | lysis activity, % at 15 µM | hit rate 0.2% among 360,000 | AID 651654;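 active = mean lysis activity across replicates of at least 80%, whatever share of replicates individually reach that level; inactive = mean lysis activity below 80%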
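Material: C. neoformans cells; Schedule: 4 h static compound exposure, 37 °C, read 1 h post-reagent; Measured by: adenylate kinase release luminescence; Read-out: signal increase indicating cell lysis; Controls: Clomiphene as positive lysis control.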
PGC1a acetyl inh: lowers PGC1a acetylation signal in U2OS cells. hit rate 0.17% among 350,000. AlphaScreen anti-acetyl-lysine; with virally co-expressed GCN5 acetyltransferase. inhibition, % at 15.6 µM. AID 651687;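 active = every replicate shows inhibition of at least 40%; inconclusive = mean inhibition at least 40% but some replicate below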;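 also: 0% = neutral control wells and 100% = positive control wells; some results beyond the cut were filed as inactive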
PglD DTNB: inhibitors of Campylobacter jejuni PglD acetyltransferase. purified PglD enzyme, DTNB colorimetric CoA detection. inhibition, % at 12.5 µM. hit rate 0.098% among 360,000; in the data active = inhibition above about 16%, passing the limit was not always enough; inconclusive = no clear call, values can overlap the other calls; also: strong numbers were not always called active
Statin myotox sup: suppressors of simvastatin-induced myotoxicity in C2C12 myotubes. hit rate 0.78% among 330,000. rescue of ATP level, % at 7.49 µM. ATP luminescence, 48 h; scaled: DMSO 0, geranylgeraniol control 100;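 active = mean ATP rescue above about 67%, or every replicate alone reaching that limit, limit read from the data, passing the limit was not always enough; inconclusive = no clear call, values can overlap the other calls; inactive = mean under the limit and some replicate under it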;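 also: myotubes were challenged with 10 µM simvastatin during compound exposure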
GSIS activator: primary screen for activators of insulin secretion dependent on glucose, INS-1E cells, GLuc reporter luminescence | activation, % at 16.6 µM | INS-1E GLuc reporter insulin secretion, 2-3 h | hit rate 0.61% among 370,000;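 active = lowest replicate activation of at least 40%, so every replicate reaches that level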;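 also: 0% = median of neutral control wells and 100% = median of IBMX positive control wells; some compounds called inactive have numbers as strong as hits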
miR122 inh: miR-122 inhibition in Huh7 cells; Huh7 miR-122 Renilla luciferase sensor, 48 h; neutral wells = 0, positive control = 100; activation (reporter increase), % at 12.5 µM; hit rate 0.3% among 340,000;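 active = mean replicate activation score at least 90 and every replicate individually at or above 90; inconclusive = only one of the two criteria met; inactive = neither criterion met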;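 also: higher luciferase means less miR-122 activity so hits act as miR-122 inhibitors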
CFTR F508del cor: CFTR F508del correction in bronchial cells; CFBE cells, YFP halide quenching; stimulated with forskolin plus potentiator P3; % fluorescence drop versus neutral controls; activity (quench increase), % at 7.58 µM; hit rate 0.36% among 350,000; AID 720511;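 active = mean added fluorescence quench of at least 8% versus neutral control, with both replicates also reaching 8%; inconclusive = only one of the mean or replicate conditions met; inactive = mean below 8% and not both replicates reaching 8%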;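 also: cells transiently co-express mutant CFTR-F508del with the halide-sensitive YFP; corrector assay measuring rescue of mutant channel to the surface after 24 h compound exposure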
FN deposition inh: fibronectin deposition inhibition | AH1F fibroblasts, Alexa488-fibronectin deposition fluorescence, overnight | inhibition, % at 12.6 µM | hit rate 0.086% among 350,000;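 active = mean inhibition across replicates of 30% or more, regardless of how many single replicates reach that level; inconclusive = mean under 30% yet at least half of replicates reach 30%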;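 also: positive control wells lacked labelled fibronectin entirely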
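Assay system: AH1F fibroblast monolayer, labelled fibronectin deposition. Amount: 10000 cells per well. Also added: labelled fibronectin 24 nM. Compound: single-point pinned compound. Incubation: cell attachment 1 h, compound and FN exposure overnight. Detection: fluorescence after three HBSS washes, excitation 485 nm, emission 525 nm. Read-out: inhibition of fibronectin deposition signal.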
Starred values were filed as active, the others as inactive; u = inconclusive; x = no result given; & = joins results of further samples; [ ] = another dose, or the depositor's remark.

SMILES | Cneo AK release | PGC1a acetyl inh | PglD DTNB | Statin myotox sup | GSIS activator | miR122 inh | CFTR F508del cor | FN deposition inh
COCc1ccc(C(=O)NC2CC(C)(C)Cc3c2cnn3-c2ccc(OC)cc2)o1 (stereo unspecified) | -1 | 4 | -5 | 10 | -12 | 0 | -1.8 | -2
C[C@H](CO)N1C[C@H](C)[C@H](CN(C)Cc2ccccc2O)OCc2cn(nn2)CCCC1=O | -1 | -1 | 0 | 13 | 1 | 1[16.7 µM] | 0.0 | -4
CCOC(=O)C1=C(C)N(CCC(=O)O)C(=O)NC1c1ccccc1Cl (stereo unspecified) | 3 | -6 | -4 | -2 | 7 | -1 | 0.2 | 2
COC(=O)C1=CN(c2ccc(F)cc2)C=C(C(=O)OC)C1c1ccc([N+](=O)[O-])cc1 | -4 | -2 | 2 | 1 | 18 | -5 | 1.1 | -3
Cc1ccc(CN2C(=O)CCC2C(=O)NCCN2CCOCC2)cc1 (stereo unspecified) | 1 | 26 | -8 | 2 | x | -7 | x | x
O=C(CSc1ccc(Cl)cc1)Nc1cccc(-c2nnc(-c3ccco3)o2)c1 | 0 | -22 | -1 | -31 | -7 | -3 | x | x
CCC/C(O)=C1\C(=O)CCCC1=NCCc1c(C)[nH]c2ccc(C)cc12 | 1 | -7 | 2 | 32 | -13 | 2 | 1.8 | 6
Cc1noc(C)c1NC(=O)Nc1ccc2c(c1)C(=O)N([C@@H](C)CO)C[C@@H](C)[C@H](CN(C)C(=O)Nc1c(C)noc1C)OCCCC[C@@H](C)O2 | -2 | -3 | -7 | x | 2 | 3[16.7 µM] | 1.2 | 1
CCc1cccc(CC)c1NC(=O)C1CC(=O)N(c2ccc3c(c2)OCCO3)C1 (stereo unspecified) | -2 | -7 | 1 | 17 | x | -4 | x | 1
COc1ccc(CNC(=O)c2cccc(-c3ccc(C)c4ccccc34)n2)cc1 | 5 | x | -2 | 9 | x | 3 | x | x
CC(=O)C1CCC2C3CCC4CC(=O)CCC4(C)C3C(C)(O)CC12C (stereo unspecified) | 0 | -2 | -3 | -4 | x | -9 | -0.5 | 2
CC(C)C(=O)Nc1c(-c2cccc(Cl)c2)c(=O)c2ccccc2n1C | -2 | -10 | 0 | -4 | -8 | -10 | -2.2 | 4
C/C=C(\C)C(=O)N1CC2(CC(c3cccc(NC(=O)CCCCC)c3)=NO2)C[C@@H]1C(N)=O (stereo partly specified) | 3 | -5 | 0 | 1 | 1 | -3 | 0.7 | -5
CCc1nc2ccc(C(=O)NCCNC(C)=O)cn2c1N(C)CCCc1ccccc1 | 1 | -5 | -9 | 8 | -9 | 3 | -0.6 | -10
CC1CCN(Cc2nc3c(c(=O)n(C)c(=O)n3C)n2CCCc2ccccc2)CC1 | 0 | 7 | -4 | -2 | x | 0 | x | x
N#C[C@H]1[C@H](c2ccc(C3=CCCCC3)cc2)[C@H](CO)N1C(=O)CN1CCOCC1 | -2 | -4 | 0 | 3 | -4 | x | -1.0 | 6
O=C(C[C@H]1CC[C@H](NS(=O)(=O)c2ccc(F)cc2)[C@@H](CO)O1)N1CCc2ccccc2C1 | 44 | -2 | 0 | 14 | -3 | x | -0.2 | x
COc1ccc(S(=O)(=O)Nc2cccc3c2O[C@@H](CN(C)C(=O)Nc2ccc(F)cc2)[C@@H](C)CN([C@@H](C)CO)C3=O)cc1 | 2 | -2 | 11 | -59 | -23 | -3[16.7 µM] | 0.8 | x
CN(C)/C=C1\N=C(c2ccc(Cl)cc2Cl)OC1=O | -2 | -15 | 0 | 0 | -1 | -7 | x | 8
C=CCCC(=O)N1C[C@H]2CON(C)[C@H]2C[C@H]1c1ccc(-n2ccnc2)cc1 | 0 | -10 | 6 | -8 | 7 | 2 | 2.2 | -8
COc1ccc([C@H]2C[C@@H](n3cc(-c4ccc(F)cc4)nn3)[C@H](O)CN2CC2CCCCC2)cc1 | 2 | 10 | -5 | 23 | 7 | 32 | 5.6 | 2
CN(C)CCCNC(=O)C[C@@H]1CC[C@H]2[C@@H](COC[C@H](O)CN2S(=O)(=O)c2ccccc2)O1 | 0 | -2 | -2 | -7 | 4 | -1[16.7 µM] | -0.1 | -6
O=[N+]([O-])c1cnn(-c2nc(-c3ccco3)cc(C(F)(F)F)n2)c1 | 1 | 0 | -2 | 12 | 11 | -16 | 0.5 | 2
C/C(=N\NC(=O)c1ccccc1O)C1C(=O)c2ccccc2C1=O | -4 | -5 | 0 | -17 | x | 119* | x | -10
C[C@H](CO)N1C[C@H](C)[C@@H](CN(C)C(=O)CCC(F)(F)F)OCCCC[C@H](C)Oc2ccc(NC(=O)Cc3ccccc3)cc2C1=O | 0 | 9 | 1 | x | -7 | 2[16.7 µM] | -1.8 | x
C#CCOc1ccc(/C=C2/C(=O)NN(c3ccccc3)C2=O)cc1OC | 0 | 3 | -3 | -8 | 1 | -1 | 0.6 | 4
COc1cc(S(=O)(=O)NC(C)C)ccc1Cl | 4 | 4 | -5 | -1 | 16 | 12 | x | -6
CN(C)CCCN(C(=O)c1ccco1)c1nc2c(F)cc(F)cc2s1 | 1 | -6 | 1 | -3 | 6 | -3 | 4.0 | -12
COc1ccccc1N1CCN(c2nnc(-c3ccc(F)cc3)c3ccccc23)CC1 | 0 | 5 | -16 | x | -29 | 2 | x | x
CCn1c(=O)c(C(=O)NCc2ccc(F)cc2)c(O)c2ccccc21 | 3 | x | -7 | 22 | -8 | x | 3.3 | 6

miR122 inh: entries above that show a hit.
smiles | PGC1a acetyl inh | PglD DTNB | GSIS activator | miR122 inh | CFTR F508del cor
C/C(=N\NC(=O)c1ccccc1O)C1C(=O)c2ccccc2C1=O | -5 | 0 | x | 119* | x

2 compounds picked at random from the list so far, as already listed:
SMILES | Cneo AK release | PGC1a acetyl inh | PglD DTNB | Statin myotox sup | GSIS activator | miR122 inh | CFTR F508del cor | FN deposition inh
CCn1c(=O)c(C(=O)NCc2ccc(F)cc2)c(O)c2ccccc21 | 3 | x | -7 | 22 | -8 | x | 3.3 | 6
COc1cc(S(=O)(=O)NC(C)C)ccc1Cl | 4 | 4 | -5 | -1 | 16 | 12 | x | -6

Remaining list, next part
SMILES | Cneo AK release | PGC1a acetyl inh | PglD DTNB | Statin myotox sup | GSIS activator | miR122 inh | CFTR F508del cor | FN deposition inh
CC(C)(C)N(Cc1ccccc1)C(=O)COC(=O)CN1C(=O)NC2(CCCC2)C1=O | 11 | x | 5 | -8 | -3 | x | 0.6 | -4
O=C(Nc1ccccc1)[C@@H]1CC=C[C@@H]2CCN(C3CCCCC3)C(=O)[C@@H]21 | 4 | x | 0 | 8 | 28 | -1 | -3.2 | 7
CN(CC(=O)Nc1ccccc1Cl)C(=O)CN1C(=O)C2CC=CCC2C1=O (stereo unspecified) | -2 | -2 | 3 | -16 | -8 | 1 | -0.8 | -6
C[C@H](CO)N1C[C@H](C)[C@@H](CN(C)Cc2ccccn2)Oc2ncc(-c3ccccc3)cc2C1=O | 0&0&4 | 2&1&0 | 5&5&2 | 5&16&1 | -3&1 | -4 | 3.9&-2.8&2.1 | 3&0
C[C@@H]1CN([C@H](C)CO)C(=O)c2cc(NC(=O)CCCN(C)C)ccc2O[C@H]1CN(C)Cc1ccccc1 | 0 | 5 | 5 | -18 | 6 | 9[16.7 µM] | -0.1 | x
CNC(=O)CSc1nnc(-c2ccco2)n1-c1ccccc1 | 1 | 14 | 2 | 2 | 16 | -4 | 3.6 | 5
C[C@H]1CN([C@@H](C)CO)C(=O)Cc2cc(NC(=O)C3CCCCC3)ccc2O[C@H]1CN(C)C | -4 | 3 | -1 | -7 | 20 | -3[16.7 µM] | 0.9 | x
COc1cc(/C=C2/NC(=O)NC2=O)cc(Br)c1OCc1ccccc1 | x | 3 | x | x | 16 | 8 | -1.2 | x
O=C(O)c1cccc(NC(=O)C23CC4CC(C2)CC(n2cnc(Cl)n2)(C4)C3)c1 | 1 | 8 | 0 | -4 | x | -3 | x | x
C[C@@H]1CN([C@H](C)CO)C(=O)Cc2cc(NC(=O)Cc3cn(C)c4ccccc34)ccc2O[C@H]1CN(C)Cc1ccc(C(F)(F)F)cc1 | 6 | -14 | -1 | u | -5 | 4[16.7 µM] | -0.2 | -7
CO[C@H]1CN(C)C(=O)c2cc(NC(=O)Cc3ccccc3)ccc2OC[C@H](C)N(C(C)=O)C[C@H]1C | -5 | 7 | 3 | -11 | -2 | x | -2.1 | -6
COc1ccc(S(=O)(=O)N[C@H]2C=C[C@@H](CC(=O)N3CCN(c4ccccc4)CC3)O[C@@H]2CO)cc1 | -1 | -8 | -7 | 7 | 2 | x | 4.3 | x
Cc1occc1C(=O)NCc1ccccc1F | 1 | 5 | 0 | 2 | -18 | 9 | -0.2 | x
COc1cccc(-c2nnc(N(C)C(=O)C3CCOC3)s2)c1 (stereo unspecified) | 0 | -21 | -5 | 97* | x | 1 | x | -1
COc1ccc(S(=O)(=O)N2CCOCC2)cc1NC(=O)c1cc(=O)[nH]c2ccccc12 | 1 | 3 | x | 0 | x | -5 | 4.0 | -6
O=C(NCCN1CCOCC1)C1CCC(CNS(=O)(=O)c2ccc(Cl)cc2)CC1 (stereo unspecified) | 0 | -2 | -1 | -8 | 1 | 6 | -2.7 | x
Cc1c(C(=O)NNc2c(Cl)cccc2Cl)n(C)oc1=O | x | 1 | x | 7 | -6 | x | -0.1 | -5
O=C(Nc1ccc2c(c1)[C@H]1C[C@@H](CC(=O)N3CCCCC3)O[C@@H](CO)[C@H]1O2)c1cccnc1 | -15 | 4 | 0 | 2 | 2 | 8[16.7 µM] | 2.4 | 4
Cc1ccc(C(C)C)c(OCc2nnc(SCC(=O)Nc3nccs3)n2C)c1 | x | -12 | x | 12 | 9 | -2 | x | x
CCOC(=O)c1c(C)c2c(=O)[nH]cnc2n1-c1ccccc1 | x | x | x | 11 | -2 | x | 3.2 | 5
O=C(O)c1ccc(Cl)c(S(=O)(=O)Nc2ccccc2Cc2ccccc2)c1 | 8 | 16 | 7 | 24 | -28 | -6 | 3.3 | 5
CSc1ccc(CNCC(O)c2ccccc2)cc1 (stereo unspecified) | -1 | 10 | 6 | x | -2 | -1 | -0.4 | -2
CCN(C(=O)c1cc(Cl)ccc1Cl)C1CCS(=O)(=O)C1 (stereo unspecified) | 0 | 1 | 0 | 3 | 10 | 0 | 0.8 | -1
CCNC(=O)C[C@@H]1CC[C@H]2[C@@H](COC[C@H](O)CN2C(=O)c2cc(Cl)cc(Cl)c2)O1 | 1 | 0 | -3 | 5 | -4 | -3[16.7 µM] | -1.8 | -11
O=C(c1cc(-c2ccc(Br)cc2)on1)N1CCCCCC1 | -4 | -6 | 5 | -23 | -3 | -12 | 5.7 | 1
O=C(Nc1cccc(O)c1)C(=O)Nc1ccccn1 | -19 | x | -6 | -8 | 8 | -13 | -1.8 | 0
O=S(=O)(Nc1cccc2ccccc12)N1CCCC1 | 0 | -15 | 2 | 22 | 6 | 3 | x | x
O=S(=O)(c1ccc(F)cc1)N1CCC(O)(c2ccc3c(c2)OCO3)CC1 | 7 | x | 1 | 10 | x | -2 | x | x
Cc1nc(N2CCN(Cc3ccc4c(c3)OCO4)CC2)nc2c1C(=O)CC(c1ccco1)C2 (stereo unspecified) | 6 | x | 4 | x | x | 1 | x | -2
O=S(=O)(Nc1cccc(-n2cnnn2)c1)c1ccccc1F | 0 | 3 | -3 | 13 | -9 | 3 | -4.0 | -5

High-throughput results (PubChem BioAssay)
